Bioassay records deposited in PubChem by several laboratories.
GC-A act – GC-A (human) enzyme activation; P16066; HEK293 GC-A cells, cGMP TR-FRET, EC30 ANP; 0% at EC30 ANP, 100% saturating ANP; activation, % at 10 µM; actives 0.14% (n = 370,000); in the data active = activation above about 40%
Rev-erbA mod – modulators of human Rev-erb alpha DNA binding | P20393 | Rev-erbα–FITC-DNA binding, fluorescence polarization, 90 min | activity, % at 10 µM | actives 0.79% (n = 370,000) | AID 1259318;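 active = activity above about 14%, limit read from the data; passing the limit was not always enough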;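 note: 0% = DMSO wells with 35 nM protein and 100% = DMSO wells with 750 nM protein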
mABHD4 FP – inhibitors of mouse ABHD4. purified mABHD4, FP-Rh probe fluorescence polarization. actives 0.54% (n = 370,000). AID 720543. Q8VD66. inhibition, % at 8.92 µM;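 active = inhibition exceeding the mean over every tested compound plus 3 SD, cut at about 30% in these data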;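 note: 0% = plate median of compound wells and 100% = S159A mutant with DMSO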
Target sequence (Q8VD66 whole entry, looked up): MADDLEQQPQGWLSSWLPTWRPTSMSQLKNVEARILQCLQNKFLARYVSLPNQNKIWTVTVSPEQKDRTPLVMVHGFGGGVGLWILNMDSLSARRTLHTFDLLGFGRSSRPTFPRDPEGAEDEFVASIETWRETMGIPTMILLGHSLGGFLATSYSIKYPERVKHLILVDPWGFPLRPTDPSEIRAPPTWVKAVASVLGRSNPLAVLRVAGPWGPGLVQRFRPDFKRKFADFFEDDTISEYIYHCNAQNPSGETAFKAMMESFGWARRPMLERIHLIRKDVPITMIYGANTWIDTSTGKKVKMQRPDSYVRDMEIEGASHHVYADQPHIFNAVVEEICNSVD
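Test system: mABHD4 protein | Buffer or medium: HEPES pH 7.0 buffer, 150 mM NaCl, 0.01% Pluronic F-127 | Probe or stimulus: FP-Rh fluorescent activity-based probe, added after compound pre-incubation | Timing: Pre-incubation 45 min, probe exposure 60 min, at 25 °C | Technique: Fluorescence polarization, excitation 525 nm, emission 598 nm, BODIPY TMR filters | Repeats: Single well per compound (singlicate)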
ARFGAP1 inhibitor – inhibitors of rat ARFGAP1 | Arfgap1-stimulated ARF1 GTP hydrolysis, GDP FP detection | Q62848 | inhibition, % at 16.5 µM | actives 0.26% (n = 360,000);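 active = inhibition above a per-plate limit, mean inhibition of low control wells plus 3 SD, cut at about 25% in these data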;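 note: 0% = DMSO wells with enzyme and 100% = wells lacking Arfgap1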
Target sequence (Q62848 1-136 limits assumed): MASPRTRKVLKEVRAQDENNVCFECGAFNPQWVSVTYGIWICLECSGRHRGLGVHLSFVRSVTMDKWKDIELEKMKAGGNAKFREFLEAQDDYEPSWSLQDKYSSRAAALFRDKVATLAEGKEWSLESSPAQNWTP
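Material: truncated rat Arfgap1 GAP domain; Incubation: compound-enzyme preincubation 20 min, reaction 120 min, detection 60 min, 25 °C; Read-out: percent inhibition of Arfgap1-stimulated GTP hydrolysis; Technique: FP, GDP Alexa 633 tracer displaced from anti-GDP antibody, 620/688 nm; Controls: No-Arfgap1 wells (100%) versus DMSO full-reaction wells (0%); Replication: single well per compound.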
rCAG binder – r(CAG) repeat RNA binding. TO-PRO-1 dye displacement fluorescence. inhibition, % at 3 µM. actives 1.3% (n = 370,000). AID 651821;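 active = inhibition above the plate cutoff, the mean of all test compounds on that plate plus 3 SD, cut at about 35% in these data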;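 note: 0% = DMSO alone and 100% = 100 µM mitoxantrone as full dye displacement; higher means more dye released from RNA so lower well fluorescence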
HTRA1 inh – inhibitors of human serine peptidase HTRA1; actives 0.5% (n = 340,000); Q92743; AID 504803; recombinant HTRA1, FP-rhodamine activity-based probe, fluorescence polarization; inhibition, % at 5.96 µM; in the data active = inhibition above about 36%;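 note: 0% = enzyme with DMSO and 100% = wells lacking enzyme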
ASAP1 inh – ASAP1 ArfGAP inhibition | AID 624377 | actives 0.19% (n = 360,000) | inhibition, % at 16.5 µM | ASAP1-stimulated ARF1 GTP hydrolysis, GDP FP detection | Q9ULH1; in the data active = inhibition above about 25%;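 note: 0% = vehicle with enzyme and substrate and 100% = no enzyme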
Target sequence (Q9ULH1 325-724 limits assumed): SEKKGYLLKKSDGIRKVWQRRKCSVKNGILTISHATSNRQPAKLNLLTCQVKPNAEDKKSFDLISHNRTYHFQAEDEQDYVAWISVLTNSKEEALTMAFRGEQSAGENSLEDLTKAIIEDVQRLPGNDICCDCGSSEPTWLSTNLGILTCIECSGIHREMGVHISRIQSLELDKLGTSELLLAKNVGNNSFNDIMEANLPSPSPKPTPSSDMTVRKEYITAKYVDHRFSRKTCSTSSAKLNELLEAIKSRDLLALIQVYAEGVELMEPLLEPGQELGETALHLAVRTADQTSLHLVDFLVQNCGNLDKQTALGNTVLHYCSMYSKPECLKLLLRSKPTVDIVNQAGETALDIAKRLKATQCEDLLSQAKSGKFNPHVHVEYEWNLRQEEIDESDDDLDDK
PG9 binder – small molecules binding HIV-1 gp120 antibody PG9 | TR-FRET gp120-PG9 antibody binding | inhibition, % at 6.7 µM | actives 0.43% (n = 360,000); in the data active = inhibition above about 8.5%
GC-B act – GC-B (human) receptor activation; activation, % at 10 µM; P20594; HEK293-GC-B cells, CNP EC30, cGMP TR-FRET; 0% at EC30 CNP, 100% saturating CNP; actives 0.11% (n = 370,000); AID 1920062;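 active = activation at 10 µM reaching about 35% in either raw or pattern-adjusted values, limit read from the data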
SMARCA2 act – SMARCA2 function activation, primary screen. MG213 cells, MMTV-luciferase reporter, dexamethasone, overnight. activation, % at 9.1 µM. actives 1% (n = 370,000); in the data active = activation above about 7.8%;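 note: 0% = vehicle wells and 100% = reference activator wells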
Starred values were filed as active, the others as inactive; . = no result given.

SMILES	GC-A act	Rev-erbA mod	mABHD4 FP	ARFGAP1 inhibitor	rCAG binder	HTRA1 inh	ASAP1 inh	PG9 binder	GC-B act	SMARCA2 act
COC(=O)C1C2C=CC(C3CC23)C1C(=O)OCC(=O)c1ccccc1 (stereo unspecified)	0	-4	0	6	-6	-3	-5	0.3	-1	-1
CC(=O)N1CCN(C(=O)COc2ccccc2C(=O)Nc2ccccc2)CC1	-1	-4	-4	-10	1	1	-1	-1.7	-1	3
Cc1ccccc1CCNC(=O)CCn1ccc2cc(S(=O)(=O)N3CCCC3)ccc21	-3	2	-8	3	2	-1	-8	2.1	2	-3
Nc1c(S(=O)(=O)c2cccs2)c2nc3ccccc3nc2n1Cc1cccs1	-14	23	-6	6	3	-34	-16	1.7	-28	0
Nc1c(C(=O)c2ccccc2)sc2nsc(SCCN3CCOCC3)c12	5	3	-2	11	-5	.	2	-1.8	-7	7
O=C(N/N=C\c1cc(Br)cs1)c1ccncc1	3	-2	-1	-2	1	1	1	-1.0	-4	2
CC(C)n1c(N2CCN(C(=O)Nc3ccc(Cl)cc3)CC2)nc2ccccc21	-1	0	-10	2	-7	-6	23	0.6	-9	-2
CN1C/C(=C/c2cccnc2)C(=O)/C(=C/c2cccnc2)C1	5	-8	-3	-1	-1	-10	5	-1.7	2	3
O=C(c1cc(-c2ccccc2Cl)nc2ccccc12)N1CCC1	4	-2	6	3	-3	-3	-17	1.6	-7	-2
CCOc1ccc(S(=O)(=O)N(CC(=O)N2CCc3ccccc32)Cc2ccco2)cc1	1	0	8	-3	0	-24	21	0.0	0	3
CCN(CC)S(=O)(=O)c1ccc(N2CCOCC2)c(NS(=O)(=O)c2ccc(C(C)C)cc2)c1	2	1	3	-13	9	-1	-7	-0.4	3	0
Cc1cccc(N2CCN(S(=O)(=O)c3ccc4c(c3)n(C)c(=O)c(=O)n4C)CC2C)c1 (stereo unspecified)	-3	-8	-4	-1	3	3	-4	-0.1	4	-4

A run of entries from further up:
SMILES	GC-A act	Rev-erbA mod	mABHD4 FP	ARFGAP1 inhibitor	rCAG binder	HTRA1 inh	ASAP1 inh	PG9 binder	GC-B act	SMARCA2 act
CN1C/C(=C/c2cccnc2)C(=O)/C(=C/c2cccnc2)C1	5	-8	-3	-1	-1	-10	5	-1.7	2	3
O=C(c1cc(-c2ccccc2Cl)nc2ccccc12)N1CCC1	4	-2	6	3	-3	-3	-17	1.6	-7	-2
CCOc1ccc(S(=O)(=O)N(CC(=O)N2CCc3ccccc32)Cc2ccco2)cc1	1	0	8	-3	0	-24	21	0.0	0	3

Following part:
SMILES	GC-A act	Rev-erbA mod	mABHD4 FP	ARFGAP1 inhibitor	rCAG binder	HTRA1 inh	ASAP1 inh	PG9 binder	GC-B act	SMARCA2 act
Cc1cccc(C)c1NC(=O)C(C1CC1)n1c(-c2ccc(C(F)(F)F)cc2)nc2ccccc21 (stereo unspecified)	2	3	-13	0	1	.	-4	-1.4	1	0
CCOc1ccc(NC(=O)N(CCC(C)C)C(C)c2ccco2)cc1 (stereo unspecified)	-2	1	3	-2	-6	-13	-24	-0.9	1	0
O=C(NCC1CCCO1)c1cccc(S(=O)(=O)Nc2ccc(SC(F)F)cc2)c1 (stereo unspecified)	0	-4	5	-14	12	5	5	-2.7	3	-2
CCCCN(C(=O)CC1CCCC1)c1c(N)n(CCCC)c(=O)[nH]c1=O	1	2	4	8	-2	-2	8	-1.6	0	1
CCOCC(=O)N1CCCC(C(=O)OCC)C1 (stereo unspecified)	1	0	1	-5	0	0	-19	-0.3	1	-2
COc1cccc(/C=N/Nc2nnc(C)n2N)c1O	-5	4	1	5	-1	11	7	-3.5	-4	-1
COc1ccc(S(=O)(=O)N2CCCCC2)cc1NC(=S)Nc1ccccc1	-2	3	-8	12	4	-17	11	-0.1	0	3
CC(O)(C(=O)c1ccccc1)c1ccccc1 (stereo unspecified)	-1	-8	-13	-11	1	.	7	0.0	-4	-5
COc1ccc(-c2csc(NC(=O)c3ccccc3F)n2)cc1	0	5	-17	10	2	-27	17	-0.7	-2	0
Cc1ncc([N+](=O)[O-])n1Cc1cccc(F)c1	-2	-4	-3	11	-2	6	-6	1.9	-1	1
Cc1ccc(CN2C(=O)CNC2=S)cc1	3	-5	0	7	0	-4	-3	-1.3	2	-2
O=C(CSc1nc(O)cc(=O)n1-c1ccccc1)c1ccc(Br)cc1	-2	-4	-1	5	17	-36	-17	-1.7	2	-1
COc1ccc(Cc2c[nH]c(=O)[nH]c2=O)cc1	2	2	-4	1	0	-1	10	1.3	2	2
O=C(N/N=C/c1cccc2nccnc12)c1ccccc1O	-4	1	7	9	3	6	3	-5.8	-5	1
Cc1ccccc1-c1cc(C(=O)NCc2ccco2)n(CC2CC(c3cccnc3)=NO2)n1 (stereo unspecified)	0	-2	-7	6	3	-8	2	0.0	2	0
CCc1ccc(CNC(=O)C2CCCN(S(=O)(=O)N(CC)c3ccccc3)C2)cc1 (stereo unspecified)	1	3	-4	-3	-7	-13	2	1.1	3	-2
COc1ccc(Cl)c(Cn2c(NCc3ccccn3)nc3c2c(=O)n(C)c(=O)n3C)c1	-1	-3	-1	3	-8	3	10	0.6	3	-1
CCOC(=O)N1CCN(C(=O)CC(C(=O)N2CCc3ccccc32)n2ccnc2)CC1 (stereo unspecified)	3	0	5	-5	-4	2	7	0.9	2	-1
O=c1ccc2c(ccc3ncccc32)o1	4	0	1	4	-1	11	4	-2.1	2	3
Cc1ccccc1CN1CCCOCCS1(=O)=O	-2	2	6	16	-2	-5	-10	-1.0	2	1
O=c1c(-c2ccccc2)c(O)c2ccccc2n1-c1ccccc1	-3	8	2	1	-1	5	17	-1.4	-2	1
CCCCN(C(=O)CSc1cc(C)c2ccccc2n1)c1c(N)n(Cc2ccccc2)c(=O)[nH]c1=O	-14	8	-5	-2	-4	-13	-1	-0.2	-4	-3
COc1cccc(N2CC(=O)Nc3c(oc4nc(-c5ccccc5)cc(C)c34)C2=O)c1	8	18	4	-2	3	-2	9	0.2	4	-5
COc1ccc(N2C(=O)CC(Nc3ccc(N4CCOCC4)cc3)C2=O)c(OC)c1 (stereo unspecified)	-6	-2	49*	9	20	22	-4	-4.5	1	-1
CCc1c(C)c(C#N)c2nc3ccccc3n2c1NCCOC	-1	4	-4	3	-7	0	-4	0.7	5	4
Cc1ccccc1Sc1ccc([N+](=O)[O-])cn1	0	-4	-8	-2	-2	-4	-8	0.8	-2	-1
COc1cccc(-c2cc(C(=O)Nc3ccncc3)c3ccccc3n2)c1	8	2	-14	6	5	-31	7	-3.0	4	-3
CCCC(CCC(=O)Nc1ccc(C(=O)OCC)cc1)C(=O)O (stereo unspecified)	1	-1	6	3	1	3	-18	0.1	6	1
COc1ccccc1C(NC(=O)C1CCCCC1)c1c(O)ccc2ccccc12 (stereo unspecified)	-17	-4	-8	3	4	-4	6	0.8	-9	-3
CC(=O)c1cccc(NC(=O)c2cccc3c(-c4cccc(C(N)=O)c4)coc23)c1	19	-5	-38	22	6	.	17	-1.5	26	-8
COc1ccc(/C=C/C(=O)OCC(=O)NCCC2=CCCCC2)cc1S(=O)(=O)N1CCOCC1	6	-2	1	-12	-5	-3	-5	-2.3	2	-6
O=C(NCC(=O)N1CC=C(c2ccccc2)CC1)c1ccccc1Br	2	-5	14	-10	-3	-3	-9	-1.5	0	-2
Cc1cc(=O)[nH]c(N/N=C/c2cn(CCC#N)nc2-c2ccccc2)n1	1	-5	0	4	2	6	8	-0.3	5	-1
COc1cccc(C(=O)NCCS(=O)(=O)N2CCCCC2)c1	3	-6	6	-5	-3	-2	1	2.1	5	1
Cc1nc(C(=O)N2CCc3c([nH]c4ccccc34)C2c2ccccn2)cs1 (stereo unspecified)	-8	-3	-4	9	-2	-5	2	-1.4	-4	-4
COc1ccc(C2(O)C(=O)Nc3ccc(C)cc32)cc1 (stereo unspecified)	-4	4	2	-7	6	4	-13	0.4	3	-1

Reformatted with bars between the fields: entries from further up.
smiles | GC-A act | Rev-erbA mod | mABHD4 FP | ARFGAP1 inhibitor | rCAG binder | HTRA1 inh | ASAP1 inh | PG9 binder | GC-B act | SMARCA2 act
COc1ccc(-c2csc(NC(=O)c3ccccc3F)n2)cc1 | 0 | 5 | -17 | 10 | 2 | -27 | 17 | -0.7 | -2 | 0
COc1ccc(S(=O)(=O)N2CCCCC2)cc1NC(=S)Nc1ccccc1 | -2 | 3 | -8 | 12 | 4 | -17 | 11 | -0.1 | 0 | 3

Further records
SMILES	GC-A act	Rev-erbA mod	mABHD4 FP	ARFGAP1 inhibitor	rCAG binder	HTRA1 inh	ASAP1 inh	PG9 binder	GC-B act	SMARCA2 act
Cc1cc(OCC(=O)NNC(=O)c2cnccn2)cc(C)c1Cl	1	-3	7	-1	-1	15	-3	0.7	0	-2
CCn1c(CNC(=O)Cc2ccc(OC)cc2)nnc1SCC(=O)c1ccccc1	4	-2	4	-1	0	7	-3	1.8	3	-2
CCCCCN1CCCCC(NC(=O)c2ccc(F)cc2)C1=O (stereo unspecified)	6	-1	1	.	-1	.	.	.	4	-1
CN(C)C(=O)c1cc(C(=O)c2ccc(C(F)(F)F)cc2F)c[nH]1	1	-2	6	7	0	-6	-2	-0.9	1	0
Cc1ccc(OCc2n[nH]c(=S)n2-c2ccc(Br)cc2)cc1	-3	2	-7	-9	19	-5	4	0.7	-1	-1
COc1ccc(CNC(=O)c2cccc(NC(=O)c3ccccc3)c2)cc1	-2	-1	-12	9	2	-33	0	1.2	1	-1
CC(C)Sc1nnc([C@@H]2CCCN2C(=O)OC(C)(C)C)o1	0	0	-5	-3	-6	3	-2	-1.3	1	1
O=C(COC(=O)c1ccc(F)c(S(=O)(=O)N2CCOCC2)c1)NCc1ccc2c(c1)OCO2	-4	5	-4	3	7	4	-4	0.1	4	-5
O=C1CCc2cc(S(=O)(=O)NC(Cc3ccccc3)C(=O)NCCC3=CCCCC3)ccc2N1 (stereo unspecified)	-3	7	3	-2	0	-16	3	-0.1	-7	0
CCOc1ccc(C(CCc2ccccc2)NC(=O)c2ccccc2OC)cc1OCC (stereo unspecified)	0	-6	.	.	.	-2	.	.	2	.
Cc1cccc(C(=O)NNC(=O)C2CC2)c1	2	-4	-3	-2	-4	-3	7	-0.8	1	-3
COc1ccc(N2Cc3ccccc3C2=NC(=O)c2ccc(C)cc2)cc1OC	-6	-5	0	-7	12	-3	-4	-1.9	1	-4
Cc1ccc(NC(=O)CSc2ncc(-c3ccccc3)n2C(=O)c2ccccc2)cc1	-5	5	-1	16	4	-17	0	-1.6	-9	0
Cc1c(C(=O)N2CCN(c3ncccn3)CC2)oc2c(Cl)cccc12	2	0	-1	-14	-3	-2	7	-1.5	6	-1
O=C1CSC(=S)N1c1cccc(F)c1	7	1	-12	14	13	-3	-12	-1.0	1	-1
CC(C)(C)OC(=O)NCCC(=O)N/N=C/c1ccc2ncccc2c1	-2	3	3	1	-8	0	8	-1.2	-1	1
O=C(C1CCC1)N1CCc2cc(S(=O)(=O)N3CCCCC3)ccc21	3	0	3	4	0	0	-7	-2.6	1	3
Cc1ccc(S(=O)(=O)N(C)c2ccc(C(=O)NCC(c3ccco3)N(C)C)cc2)cc1 (stereo unspecified)	-3	-4	6	11	3	3	4	0.1	4	-2
